Screening results as filed in PubChem.
Rtt109 HAT inh: C. albicans Rtt109 histone acetyltransferase inhibition; 0.16% of 330,000 active; AID 540336; purified Rtt109/Vps75, ThioGlo CoA-SH fluorescence, 4 h; inhibition, % at 34.9 µM; Q5AAJ8;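 active = inhibition of at least 50% in every replicate; inconclusive = best replicate reaches 50% inhibition but some replicates fall short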
NSD2 inh: inhibitors of human histone methyltransferase NSD2; inhibition, % at 12.5 µM; O96028; 0.54% of 310,000 active; NSD2 peptide methylation, AlphaScreen, 120 min; in the data active = inhibition above about 50%
Target sequence (O96028 whole entry, looked up): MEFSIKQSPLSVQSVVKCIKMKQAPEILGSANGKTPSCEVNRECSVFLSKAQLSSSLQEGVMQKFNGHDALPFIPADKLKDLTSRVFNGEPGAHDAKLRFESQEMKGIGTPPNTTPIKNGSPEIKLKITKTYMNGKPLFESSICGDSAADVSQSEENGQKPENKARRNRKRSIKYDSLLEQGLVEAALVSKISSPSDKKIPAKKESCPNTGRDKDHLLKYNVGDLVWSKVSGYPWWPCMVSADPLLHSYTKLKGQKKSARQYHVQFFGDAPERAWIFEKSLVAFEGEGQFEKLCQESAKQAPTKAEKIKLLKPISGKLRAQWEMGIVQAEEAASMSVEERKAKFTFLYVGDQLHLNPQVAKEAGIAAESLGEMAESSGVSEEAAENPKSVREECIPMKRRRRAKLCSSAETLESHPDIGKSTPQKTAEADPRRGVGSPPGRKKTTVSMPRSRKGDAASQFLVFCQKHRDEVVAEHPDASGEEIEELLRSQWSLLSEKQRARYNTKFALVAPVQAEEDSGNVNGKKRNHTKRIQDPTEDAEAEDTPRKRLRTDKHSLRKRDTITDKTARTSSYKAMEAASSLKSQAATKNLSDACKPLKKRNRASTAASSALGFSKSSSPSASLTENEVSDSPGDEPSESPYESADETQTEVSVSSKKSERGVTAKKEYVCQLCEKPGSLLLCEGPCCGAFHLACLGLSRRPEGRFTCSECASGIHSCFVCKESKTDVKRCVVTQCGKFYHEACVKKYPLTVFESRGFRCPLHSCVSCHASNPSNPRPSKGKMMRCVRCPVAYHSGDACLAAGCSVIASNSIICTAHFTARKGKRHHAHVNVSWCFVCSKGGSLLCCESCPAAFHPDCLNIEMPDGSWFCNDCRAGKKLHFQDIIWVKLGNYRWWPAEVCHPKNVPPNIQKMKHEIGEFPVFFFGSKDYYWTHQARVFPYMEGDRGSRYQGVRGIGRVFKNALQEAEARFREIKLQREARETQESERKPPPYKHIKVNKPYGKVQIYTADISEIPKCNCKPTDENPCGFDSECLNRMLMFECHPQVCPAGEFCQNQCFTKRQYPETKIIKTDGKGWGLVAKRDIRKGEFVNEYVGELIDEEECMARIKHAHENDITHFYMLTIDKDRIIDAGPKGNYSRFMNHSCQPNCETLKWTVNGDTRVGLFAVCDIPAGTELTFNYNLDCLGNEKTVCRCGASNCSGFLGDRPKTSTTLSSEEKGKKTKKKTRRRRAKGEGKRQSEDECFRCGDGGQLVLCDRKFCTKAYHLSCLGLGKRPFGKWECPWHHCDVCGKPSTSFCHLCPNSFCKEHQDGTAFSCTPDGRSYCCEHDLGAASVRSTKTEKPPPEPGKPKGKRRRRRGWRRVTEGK
PfHsp90 set2: inhibits growth of yeast expressing Plasmodium falciparum Hsp90; 0.32% of 310,000 active; AID 504621; inhibition, % at 9.4 µM; S. cerevisiae expressing PfHsp90, BacTiter-Glo ATP, 48 h; yeast lacking PDR1 and PDR3 efflux regulators;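 active = every replicate shows inhibition above about 80%, whatever the replicate mean, limit read from the data; inconclusive = mean inhibition reaches the set limit but some replicate falls short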;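 note: 0% = DMSO neutral controls and 100% = 20 µM radicicol positive controls; yeast relying on Plasmodium falciparum Hsp90 in place of its own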
SR-BI DiI inh: blocks mouse SR-BI lipid uptake from DiI-HDL; Q61009; ldlA[mSR-BI] CHO cells, DiI-HDL uptake fluorescence, 3 h; inhibition, % at 12.5 µM; 0.96% of 320,000 active; AID 488896;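 active = mean replicate inhibition of at least 70% and a set share of replicates each scoring 70 or more; inconclusive = meets just one of the two criteria; inactive = fails both criteria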;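 note: 0% = median of neutral control wells and 100% = median of positive control wells; values of inactives mirror those of a sister screen read the other way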
CAL PDZ FP-1: inhibitors of human CAL PDZ peptide binding; purified CAL PDZ, TMR-peptide fluorescence polarization, 1 h; inhibition, % at 24.9 µM; 0.92% of 300,000 active; AID 602252;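 active = mean inhibition of at least 30% with at least half of replicates also reaching 30%; inconclusive = no clear call, values can overlap the other calls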;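 note: 0% = DMSO neutral control and 100% = excess unlabeled competitor peptide PRC23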
SR-BI uptake up: SR-BI HDL lipid transfer activation; CHO ldlA[mSR-BI] cells, DiI-HDL uptake fluorescence, 3 h; 100 = double the neutral-control signal; activation, % at 12.5 µM; 0.096% of 320,000 active; AID 504775;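 active = mean replicate activation of at least 60% and every replicate at or above 60%; inconclusive = mean or all-replicate condition met, but not both; inactive = mean below 60% and not all replicates reaching 60%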;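 note: 0% = median plate neutral-control signal and 100% = twice that signal; values of inactives mirror those of a sister screen read the other way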
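System: CHO ldlA[mSR-BI] cells / Medium: HEPES-buffered (25 mM, pH 7.4) F12 plus 0.5% BSA / Probe or stimulus: labelled HDL, 10 µg/mL / Doses: single compound concentration, delivered by pin transfer / Schedule: 3 h, 37 °C / Measured by: DiI fluorescence, bottom read / Measure: cell-associated DiI fluorescence as measure of HDL uptake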
PvdQ acylase: blocks Pseudomonas aeruginosa PvdQ acylase activity; 0.063% of 340,000 active; AID 488965; inhibition, % at 10 µM; purified PvdQ acylase, fluorescence plate reader; in the data active = inhibition above about 30%, passing the limit was not always enough; inconclusive = no clear call, values can overlap the other calls;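 note: 0% = vehicle neutral wells and 100% = reference inhibitor wells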
MITF act: activators of MITF-driven TRPM1 promoter activity in SK-MEL-5 cells. 0.75% of 300,000 active. activation, % at 12.5 µM. AID 588334. SK-MEL-5 TRPM1-promoter luciferase, 24 h; % of positive control, neutral wells = 0;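 active = mean activation of at least 80% with every replicate also reaching 80%; inconclusive = mean reaches 80% but some replicate falls short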;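 note: 0% = neutral control wells and 100% = parthenolide positive control wells; values of inactives mirror those of a sister screen read the other way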
CAL PDZ FP-2: blocks peptide binding to human CAL PDZ domain; 0.02% of 330,000 active; purified CAL PDZ, TMR-peptide fluorescence polarization, 1 h; inhibition, % at 20 µM; Q9HD26; AID 504414;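 active = highest replicate inhibition of at least 40%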;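 note: plate controls were DMSO neutral control wells for no effect and unlabeled competitor peptide control wells for full effect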
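material = purified tagged CAL PDZ domain construct (CerCALP) | buffer or medium = sodium phosphate/NaCl buffer pH 7.4 with TCEP, IgG, Thesit | reagent = TMR-labelled reporter peptide T*-PRC34 bound in PDZ groove | incubation = 1 h room-temperature incubation prior to read | measured by = fluorescence polarization (mP) | evaluation = percent inhibition from loss of millipolarization | control set = unlabelled peptide and DMSO controls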
dFosB activator: activators of mouse delta FosB homodimer. P13346. purified delta FosB, TAMRA-CDK5 oligo fluorescence polarization; percent of positive-control signal above neutral wells. activation, % at 25 µM. 0.99% of 340,000 active. AID 493131;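 active = mean activation above about 17%, with every replicate also reaching it, limit read from the data, passing the limit was not always enough; inconclusive = only one of the two conditions met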;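 note: fluorescence polarization rise as delta FosB binds a TAMRA Cdk5 AP-1 oligo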
* = called active by the depositor; u = inconclusive; x = not tested or not shown. Hits appear at their usual frequency; about 4.3% have a hit in one of these screens.

PvdQ acylase,CAL PDZ FP-1,MITF act,CAL PDZ FP-2,NSD2 inh,SR-BI DiI inh,mol,dFosB activator,PfHsp90 set2,SR-BI uptake up,Rtt109 HAT inh
-6,3,x,-0.4,-1,-16,O=C(NCC1CCS(=O)(=O)C1)Oc1ccccc1 (stereo unspecified),1,35,16,-1
-9,-3,19,-0.8,-6,-7,O=c1c2ccccc2nnn1Cc1ccc(Br)cc1,-3,15,7,2
-16,-1,x,-1.7,1,-7,O=S(=O)(N/N=C1/CCCc2ccccc21)c1ccc(Br)cc1,-6,-43,7,3
-16,x,2,-1.1,-1,-18,O=C(Oc1ccc(-c2ccccc2)cc1)C1C2CCCCC21 (stereo unspecified),1,-36,18,-3
1,7,x,-0.9,53*,-9,CN(CCc1ccccc1)C1CCCN(S(=O)(=O)N(C)C)C1 (stereo unspecified),2,2,9,1
-11,-3,-3,-1.9,-10,3,O=S1CCCSC1c1cccnc1 (stereo unspecified),-3,-23,-3,0
-15,-3,51,-1.3,-2,3,CCOC(=O)c1ccc(Oc2ccc(C(F)(F)F)cn2)cc1,-1,9,-3,-9
-15,-4,-12,-0.7,x,-2,O=C(O)c1ccc(C(=O)c2cc([N+](=O)[O-])cc([N+](=O)[O-])c2)cc1,11,8,2,3
-4,-4,20,0.2,-2,x,CCc1ccccc1NC(=O)c1cc(-c2ccc(F)cc2)on1,-8,14,x,-6
-13,1,6,-1.6,7,30,Cc1ccc(-n2c(C)cc(C(=O)CN3CCOCC3)c2C)cc1C,-2,7,-30,1
-6,2,-35,-2.1,x,43,COc1ccc(-c2cc(C(F)F)n3ncc(C(=O)Nc4cc(C)on4)c3n2)cc1,-26,-58,-43,-8
10,-2,-2,-0.6,0,23,CC(C)(C)N/N=C1\CC(c2ccccc2)Oc2ccccc21 (stereo unspecified),9,8,-23,6
u,2,44,-3.7,-1,5,N#C/C(=C\c1ccc([N+](=O)[O-])cc1)c1ccccn1,3,-85,-5,9
-13,64*,-5,-1.1,-2,4,Cn1c(CCC(=O)Nc2ccccc2F)nnc1SCC(=O)Nc1ccccc1Cl,-1,-5,-4,-4
5,0,-10,0.8,1,17,Cc1cccc(NC(=O)CSc2nnnn2-c2cccnc2)c1,2,-35,-17,-11
9,-3,1,-3.1,5,10,O=C(NCc1ccccn1)c1ccccc1OCc1ccc(F)cc1,-5,x,-10,9
-7,x,17,0.0,-1,13,O=C(OCC(=O)c1c[nH]c2ccccc12)c1cccc([N+](=O)[O-])c1,-12,-33,-13,7
8,6,-1,-1.5,x,-1,CCOc1ccc(/C(CCC(=O)O)=N/NC(=S)NCCc2ccccc2)cc1,-8,x,1,22
-14,-3,9,-2.9,-1,-14,CCCCN(C(=O)NC(=O)Nc1cccc(C)c1C)S(C)(=O)=O,-18,20,14,-10
-17,3,54,-0.4,-2,-11,COc1cccc(C=NN2CCCCCC2)c1OC,3,x,11,7
4,-5,16,-0.7,x,-37,Cc1ccc(C(C(=O)NC2CCCCC2)N2CCN(C(=O)c3ccco3)CC2)cc1 (stereo unspecified),-7,9,37,-4
14,-7,-12,-2.9,9,3,CCc1[nH]nc(C(=O)N2CCCC(Nc3ccc(C(C)C)cc3)C2)c1C (stereo unspecified),-5,-1,-3,5
-14,96*,4,0.4,-1,3,CCSc1nc2nccnc2c(=O)[nH]1,6,x,-3,-7
-4,x,-13,-0.4,-5,30,CNC(=O)c1csc(Cc2c(Cl)sc3ccc(Cl)cc23)n1,-11,-13,-30,1
-11,x,x,-0.7,x,28,Cc1nn2c(NCCN3CCOCC3)c3c(nc2c1-c1ccccc1)CCCC3,-8,-7,-28,-1
-11,-1,-9,-0.5,-2,-9,O=C(CCc1nnc(CCCCc2ccccc2)o1)N(CCO)Cc1ccccc1,-8,2,9,1
-3,-3,x,-1.6,7,-26,CCCCN(Cc1ccccc1)C1CCN(Cc2ccccc2)CC1,3,18,26,3
5,0,7,-0.7,-2,-11,Cc1ccc(CC2CC(=O)N(c3nc(C)cc(C)n3)C2=O)cc1 (stereo unspecified),6,25,11,3
-4,-2,x,-0.9,x,x,CC(C)C(C(=O)NCc1ccco1)N(Cc1ccco1)C(=O)CNS(=O)(=O)c1ccccc1 (stereo unspecified),-10,10,x,-6
-15,-3,-7,-2.6,0,-21,Cc1cccc2c(C(=O)n3cccn3)cc(-c3ccccc3Cl)nc12,-2,-20,21,-7
-1,4,11,0.5,-1,-3,Cc1ccsc1/C=N/NC(=O)C(N)=O,-10,-27,3,-8
-2,-6,-16,-3.7,3,-5,CCN(CC)S(=O)(=O)c1cccc(C(=O)Nc2ccc(S(=O)(=O)NC3=NCCCCC3)cc2)c1,-3,-9,5,-4
2,1,-3,-0.8,x,-11,CC1=C(C(=O)OCc2ccccc2)C(c2ccc3c(c2)OCO3)NC(=O)N1CCCC(=O)O (stereo unspecified),-82,9,11,6
3,0,28,-2.4,-1,67,CCOc1ccccc1NC(=O)Nc1ccc2c(c1)CCC2,-6,-19,-67,-7
-19,-11,7,x,2,7,COC(=O)c1ccc(CN2CCCC(CO)(Cc3ccccc3F)C2)cc1 (stereo unspecified),2,1,-7,-3
-5,-1,14,-0.1,-3,7,COc1ccc(C(=O)C2CC2c2ccc3c(c2)OCO3)cc1 (stereo unspecified),-10,-8,-7,-2
-10,-6,10,-1.9,x,-10,CCC(C)[C@H]1COCCS(=O)(=O)N1Cc1ccccc1 (stereo partly specified),4,-29,10,4
-7,0,105*,-0.3,-2,-39,CC(C)COC(=O)c1ccc(NC(=O)C2C3C=CC(C3)C2C(=O)O)cc1 (stereo unspecified),-3,30,39,-12
-11,-2,0,-0.9,-5,-10,CCS(=O)(=O)Nc1cccc(C(=O)CC2(O)C(=O)Nc3ccccc32)c1 (stereo unspecified),1,-8,10,-2
-12,-3,-14,-0.9,0,-14,CC1=C(C(=O)Nc2ccccc2)C(c2ccc(C(C)C)cc2)N2C(=O)CSC2=N1 (stereo unspecified),-10,-2,14,12
0,x,x,-1.2,-1,9,O=C(/C=C/c1ccccc1)N/C(=C/c1ccccc1)C(=O)NCCO,-4,x,-9,7
-15,-4,-4,-1.5,-1,2,CCC(NC(=O)COC(=O)C1CC2CCCC(C1)C2=O)c1ccc(Br)cc1 (stereo unspecified),-11,x,-2,-3
3,0,-8,-6.2,x,9,CSc1nc2ccc(NC(=O)c3ccc(=O)[nH]c3)cc2s1,7,-11,-9,17
-15,0,12,-2.6,2,5,O=C(Nc1ccc2c(c1)OCO2)C1CCN(C(=O)c2ccc(Br)cc2)CC1,-7,-16,-5,x
-11,1,-5,-0.1,x,-19,CC(=O)Nc1ccc(C(=O)NCCCOC(C)C)cc1,2,6,19,-13
1,0,x,-0.7,-1,x,Cc1ccc(C(C(=O)NC(C)(C)C)N(C(=O)CCC(=O)Nc2ccccn2)c2ccccc2F)cc1 (stereo unspecified),-6,-16,x,u
-18,-1,12,-2.1,4,-23,CC(C)(C)c1ccc(C(=O)NCC(=O)OCC(=O)Nc2ccc3c(c2)OCCO3)cc1,-5,-12,23,14
0,-17,-9,-1.7,-2,-27,Cc1nnc(SCC(=O)N(C2CCCCC2)C2CCS(=O)(=O)C2)n1N (stereo unspecified),-5,x,27,9
-15,0,7,-0.1,-1,-22,Cc1onc(-c2c(F)cccc2Cl)c1C(=O)N1C=CC(C(F)(F)F)=NCC1,1,16,22,-11
6,-3,9,-0.3,-4,-21,CC1(C)CC(=O)C2(CC3=C(CC(C)(C)CC3=O)O2)C(=O)C1,-5,-10,21,11

Next section:
PvdQ acylase,CAL PDZ FP-1,MITF act,CAL PDZ FP-2,NSD2 inh,SR-BI DiI inh,mol,dFosB activator,PfHsp90 set2,SR-BI uptake up,Rtt109 HAT inh
-5,-2,-1,0.0,x,15,C#CCOCCOCCOCCNc1nc(N2CCN(C(=O)[C@H](CCC(=O)O)n3cc(C(N)CC(C)C)nn3)CC2)nc(N2CCN(C(=O)[C@H](CCC(=O)O)n3cc(C(N)CC(C)C)nn3)CC2)n1 (stereo partly specified),-3,7,-15,9
0,-4,29,-2.8,2,-5,c1ccc(OCCSc2ncnc3nc[nH]c23)cc1,-6,7,5,3
8,-2,-8,-3.9,1,2,Cc1cccc(C)c1Nc1nnc(SCC(=O)NC(=O)c2cccn2C)s1,-12,0,-2,23
-21,0,0,-0.9,0,-14,Cc1ccccc1Nc1nnc(SCC(=O)N(C)C2CCS(=O)(=O)C2)s1 (stereo unspecified),1,22,14,-1
-12,-3,1,0.1,-2,-12,O=C(N[C@H](C(=O)O)c1ccccc1)C1CCC(Cn2cnc3ccccc3c2=O)CC1 (stereo partly specified),3,-8,12,-5
-5,6,-18,-2.9,7,-9,Cn1c(O)c(N=NC(=O)C2COc3ccccc3O2)c2ccccc21 (stereo unspecified),-3,6,9,-1
-10,-1,-2,-2.2,2,x,COc1ccc(-c2ccc(=O)n(Cc3cccc([N+](=O)[O-])c3)n2)cc1,-15,13,x,3
-10,1,12,-2.4,-1,-13,CCN(CC)C(=O)N1CCN(Cc2ccc3c(c2)OCO3)CC1,2,x,13,4
-6,-8,10,-3.6,1,17,O=C(O)c1ccc(/C=N/NC(=O)c2cc(-c3cccs3)nc3ccccc23)cc1,-19,-1,-17,-40
-26,1,8,-1.9,0,-11,Cc1nc2nc[nH]n2c(=O)c1NS(=O)(=O)c1ccc(F)cc1,-5,31,11,-3
9,-3,26,-1.2,-3,6,Cc1cc(/C=N/NC(=O)c2ccsc2)c(C)n1-c1cnccn1,-1,3,-6,9
-5,x,-1,-1.7,x,7,COc1ccc2nc(NC(=O)C(NS(=O)(=O)c3cccc4nsnc34)C(C)C)sc2c1 (stereo unspecified),10,5,-7,-1
-6,2,4,0.4,-4,12,Cc1ccc(C2CC(C(F)F)n3ncc(C(=O)Nc4cnn(Cc5ccccc5C)c4)c3N2)cc1 (stereo unspecified),2,1,-12,-5
-10,4,12,-1.9,0,-9,CC(C)(C)S(=O)(=O)/C(C#N)=N/Nc1ccc(S(C)(=O)=O)cc1,-1,4,9,23
-13,x,-14,-0.3,0,3,O=S(=O)(N=C(NS(=O)(=O)c1ccc(Cl)cc1)c1ccccc1)c1ccc(Cl)cc1,-4,x,-3,-1
